High-throughput results (PubChem)
SENP8 block-1 – SENP8 protease inhibitors, primary screen, biochemical, luminescence | Sentrin-specific protease 8 (Homo sapiens), Q96LD8 | purified SENP8, Z-RLRGG-aminoluciferin cleavage | inhibition, % at 10 µM | 1.2% of 330,000 active | AID 2540, 2010; in the data active = inhibition above about 50%
Target sequence (Q96LD8 whole entry, looked up): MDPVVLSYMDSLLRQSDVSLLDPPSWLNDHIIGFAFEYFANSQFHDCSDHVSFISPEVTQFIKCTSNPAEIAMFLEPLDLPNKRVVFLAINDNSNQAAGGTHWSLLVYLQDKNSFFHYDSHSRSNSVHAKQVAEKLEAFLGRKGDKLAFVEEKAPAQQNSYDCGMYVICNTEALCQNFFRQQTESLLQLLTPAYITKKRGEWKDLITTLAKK
PfGluPho inh – PfG6PD enzyme inhibitors, primary screen, biochemical, fluorescence intensity, uHTS. inhibition, % at 20 µM. PfGluPho enzyme, NADPH resazurin-diaphorase fluorescence. 0.78% of 350,000 active;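 active = inhibition reaching at least a set limit at 20 µM in the primary screen, cut at about 59% in these data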;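 note: 0% = DMSO wells with substrate and 100% = DMSO wells lacking glucose-6-phosphate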
NLRP3 yeast inh – NALP3 inflammasome inhibitors in reconstituted yeast, primary screen, luminescence, uHTS. Yeast reconstituted NLRP3/ASC/caspase-1, beta-gal luminescence, 24 h. inhibition, % at 10 µM. 0.39% of 330,000 active. AID 2825, 2010;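 active = inhibition of 50% or more; inactive = inhibition below 50%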;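 note: plate controls were induced DMSO wells for no effect and uninduced yeast grown without galactose for full effect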
SENP7 inh – SENP7 protease inhibitors, primary screen, biochemical, luminescence, uHTS; Sentrin-specific protease 7 (Homo sapiens), Q9BQF6; recombinant SENP7, Z-RLRGG-aminoluciferin luminescence, 40 min; inhibition, % at 5 µM; 1.5% of 330,000 active; AID 434973, 2010;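 active = inhibition above about 50% at the single test dose, limit read from the data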;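 note: plate controls were DMSO with enzyme for no effect and no enzyme buffer wells for full effect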
SENP1 FRET inh – human SENP1 catalytic domain inhibitors, primary screen, biochemical, FRET, uHTS. inhibition, % at 10 µM. 0.21% of 360,000 active. recombinant SENP1 catalytic domain, CyPet-SUMO1-YPet FRET cleavage. Sentrin-specific protease 1 (Homo sapiens), Q9P0U3;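 active = inhibition at least 30% at 10 µM, raw YFP signal under a set limit, fluorescence ratio 0.5 to 1.5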;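 note: 0% = enzyme with DMSO and 100% = no enzyme wells; some results filed as inactive read as strong as hits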
Target sequence (Q9P0U3 419-644 limits assumed): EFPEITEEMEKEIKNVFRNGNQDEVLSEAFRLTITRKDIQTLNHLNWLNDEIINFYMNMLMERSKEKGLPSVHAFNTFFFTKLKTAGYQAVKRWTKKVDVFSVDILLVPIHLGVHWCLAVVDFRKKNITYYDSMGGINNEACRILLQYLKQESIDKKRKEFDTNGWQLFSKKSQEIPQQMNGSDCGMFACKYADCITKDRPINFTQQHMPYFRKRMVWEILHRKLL
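System: Recombinant human SENP1 catalytic domain, His6-tagged | Incubation: Enzyme reaction for 50 min at room temperature, dark | Medium: Tris pH 8 with BME, BSA, NP40 and catalase | Also added: 25 nM SUMO1 FRET substrate | Compound: 10 µM single point, 0.5% DMSO | Measured by: FRET fluorescence in CFP and YFP emission channels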
HKDC1 inhibitor – HKDC1 hexokinase inhibitors, primary screen, biochemical, fluorescence, uHTS. Q2TB90. recombinant HKDC1, G6PDH/diaphorase resazurin coupled fluorescence. inhibition, % at 20 µM. 0.16% of 340,000 active. AID 493160, 2011;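 active = inhibition above about 35% when tested at 20 µM, limit read from the data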;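 note: plate controls were DMSO wells with enzyme for no effect and DMSO wells lacking enzyme for full effect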
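Test system: Recombinant HKDC1 (HK5) hexokinase enzyme, produced in-house | Input: HKDC1 at 5 µg/mL | Buffer or medium: Tris pH 8.0 buffer with MgCl2, Tween-20, BSA, BME | Schedule: 90 min reaction incubation at room temperature, dark | Technique: Resazurin-to-resorufin fluorescence via G6PDH and diaphorase coupling, 525/613 nm | Controls: DMSO wells with and without enzyme mix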
SENP8 block-2 – human SENP8 protease inhibitors, primary screen, biochemical, fluorescence, Nedd8 protein substrate, uHTS; Sentrin-specific protease 8 (Homo sapiens), Q96LD8; recombinant SENP8; inhibition, % at 20 µM; 0.64% of 360,000 active; AID 602440, 2012; in the data active = inhibition mostly above about 40%, no sharp cut-off; inactive = mostly below about 27%
Apaf1 inhib – inhibitors of human Apaf-1 apoptosome, primary screen, biochemical, DEVD-Rh110 fluorescence, uHTS. reconstituted apoptosome caspase-3 activity. Apoptotic protease-activating factor 1 (Homo sapiens), O14727. 0.71% of 330,000 active. inhibition, % at 20 µM; active = inhibition of at least 40% at 20 µM;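 note: plate controls were DMSO wells for no effect and DEVD-CHO caspase inhibitor wells for full effect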
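Material: reconstituted apoptosome with Apaf-1, cytochrome c, caspase-9, procaspase-3, dATP. Technique: Rh110 fluorescence intensity. Buffer or medium: pH 7.5 Hepes buffer with CHAPS, BSA, DTT. Times: 30 min plus 50 min, RT.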
SENP6 block – SENP6 protease inhibitors, primary screen, biochemical, luminescence, uHTS; Sentrin-specific protease 6 (Homo sapiens), Q9GZR1; Recombinant SENP6 catalytic domain, aminoluciferin luminescence; inhibition, % at 10 µM; 1.8% of 330,000 active; AID 2599, 2010;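 active = inhibition above about 50% at the single tested dose, limit read from the data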;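 note: plate controls were DMSO wells with enzyme for no effect and DMSO wells lacking enzyme for full effect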
Target sequence (Q9GZR1 628-1112 limits assumed): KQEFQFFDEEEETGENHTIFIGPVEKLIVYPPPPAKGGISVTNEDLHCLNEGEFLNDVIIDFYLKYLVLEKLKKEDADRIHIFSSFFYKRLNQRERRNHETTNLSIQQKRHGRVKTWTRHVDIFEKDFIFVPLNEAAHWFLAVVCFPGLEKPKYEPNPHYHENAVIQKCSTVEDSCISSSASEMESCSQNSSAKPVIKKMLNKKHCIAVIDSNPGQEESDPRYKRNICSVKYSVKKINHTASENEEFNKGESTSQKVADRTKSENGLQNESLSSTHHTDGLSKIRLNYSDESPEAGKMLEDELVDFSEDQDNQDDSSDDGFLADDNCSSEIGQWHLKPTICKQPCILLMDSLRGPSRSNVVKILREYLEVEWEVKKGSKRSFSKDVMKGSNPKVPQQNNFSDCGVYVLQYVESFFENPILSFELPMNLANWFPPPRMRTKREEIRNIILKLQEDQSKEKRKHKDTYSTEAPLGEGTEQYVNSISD
Active calls of the source: *; i = inactive; . = no result given; & = joins results of further samples.

SMILES | SENP8 block-1 | PfGluPho inh | NLRP3 yeast inh | SENP7 inh | SENP1 FRET inh | HKDC1 inhibitor | SENP8 block-2 | Apaf1 inhib | SENP6 block
O=C(c1cccnc1)N1CCN(Cc2cccc(F)c2)CC1 | 7 | 3 | 8 | 1 | -1 | -2 | 13 | 6 | -18
NC(=O)NC(=O)COC(=O)c1cccc(S(=O)(=O)N2CCCCCC2)c1 | -6 | 11 | -4 | -5 | -1 | -6 | 13 | -3 | -15
O=[N+]([O-])c1ccccc1-c1cc(-c2cc(Cl)ccc2O)n[nH]1 | . | -8 | . | . | -5 | -7 | 1 | . | .
Cc1cc(NC(=O)CSc2nnc(-c3cccnc3)n2N)no1 | -7 | 7 | 10 | -4 | -6 | -5 | -9 | -10 | -3
O=C(NCCN1CCOCC1)c1ccc(CS(=O)(=O)c2ccc(Br)cc2)o1 | 2 | -8 | 27 | -3 | 0 | -4 | 9 | -5 | 0
Cn1c(C(=O)NCCCN2CCCC2=O)cc2c(=O)n(C)c3ccccc3c21 | -6 | 25 | 4 | 11 | 5 | 0 | -54 | -5 | -7
CCc1ccccc1NCC(=O)Nc1ccc(Cl)c(C(F)(F)F)c1 | -7 | 9 | -3 | 2 | 0 | -1 | 8 | 8 | -8
Cc1ccccc1CS(=O)(=O)Cc1ccc(C(=O)NCC2CCCO2)o1 (stereo unspecified) | -2 | -12 | 15 | 8 | 1 | -5 | 12 | 4 | 2
CCCc1cc(C(=O)Nc2ccc(C(=O)c3ccc(F)cc3)cc2)n(C)n1 | -12 | 8 | 13 | -9 | 1 | 1 | -8 | 27 | -11
CC(=Nc1ccccc1)C1=C(O)CC(C)(C)CC1=O | 2 | 10 | 2 | 11 | 0 | 1 | 7 | 1 | -4
CC(=O)c1ccc(NC(=O)CCCN2C(=O)C(c3ccccc3)Oc3cccnc32)cc1 (stereo unspecified) | -2 | 9 | -7 | 1 | -1 | 3 | 6 | 9 | 9
Nc1cc(N)nc(SCC(=O)NC2CCCCCCC2)n1 | 0 | -2 | 9 | 1 | 1 | -3 | 1 | 4 | -9

In a second layout: results already given
structure: Cn1c(C(=O)NCCCN2CCCC2=O)cc2c(=O)n(C)c3ccccc3c21
  SENP8 block-1: -6	PfGluPho inh: 25	NLRP3 yeast inh: 4	SENP7 inh: 11	SENP1 FRET inh: 5	HKDC1 inhibitor: 0	SENP8 block-2: -54	Apaf1 inhib: -5	SENP6 block: -7
structure: CCc1ccccc1NCC(=O)Nc1ccc(Cl)c(C(F)(F)F)c1
  SENP8 block-1: -7	PfGluPho inh: 9	NLRP3 yeast inh: -3	SENP7 inh: 2	SENP1 FRET inh: 0	HKDC1 inhibitor: -1	SENP8 block-2: 8	Apaf1 inhib: 8	SENP6 block: -8

(continued)
SMILES | SENP8 block-1 | PfGluPho inh | NLRP3 yeast inh | SENP7 inh | SENP1 FRET inh | HKDC1 inhibitor | SENP8 block-2 | Apaf1 inhib | SENP6 block
CC(C)(C)NC(=O)C(=O)N/N=C/c1ccc(F)cc1 | 2 | 1 | 5 | -8 | 1 | -7 | 6 | -19 | -14
CC(=O)Cc1ccccc1OCC(=O)O | 4 | -16 | 7 | -7 | 2 | 14 | 12 | -15 | 2
O=C(CSc1nc2ccc([N+](=O)[O-])cc2s1)c1ccc2ccccc2c1 | . | 3 | . | . | 5 | 2 | 20 | . | .
COc1ccc(CNC(=O)C2CCN(S(=O)(=O)c3cccc4nonc34)CC2)cc1 | 3 | -3 | 6 | 9 | 9 | -5 | 0 | 2 | -11
Cc1ccccc1Cn1ccc(NC(=O)c2cnn3cccnc23)n1 | -8 | 3 | 18 | 17 | -1 | -8 | -3 | -10 | -12
Cc1ccc(OCc2nnc(SCC(=O)Nc3cccc4ccccc34)n2-c2ccccc2)cc1 | 1 | 17 | 11 | -12 | 1 | 1 | 11 | 15 | 0
COc1cccc(-c2c(C(=O)N/N=C(\C)c3cccnc3)nnn2-c2nonc2N)c1 | -1 | 32 | 11 | -1 | 4 | -1 | 10 | 0 | -6
COc1ccc(Nc2oc(COc3ccc(Cl)cc3)nc2C#N)cc1 | 3 | 13 | 6 | 4 | -4 | 26 | 12 | 27 | 0
Cc1ccc(S(=O)(=O)/N=C2\C=C(NS(=O)(=O)c3ccccc3)C(=O)c3ccccc32)c(C)c1 | . | 6 | . | . | -1 | 27 | 50* | . | .
COc1ccccc1C(CNC(=O)c1ccc(-c2ccccc2Cl)o1)N1CCCC1 (stereo unspecified) | -11 | 0 | 9 | 12 | 0 | 2 | -6 | 17 | -14
CC1c2ccccc2N(S(=O)(=O)c2ccccc2)C1C (stereo unspecified) | . | 54 | . | . | 1 | -1 | 16 | . | .
CCOC(=O)Cc1nnc2c(Nc3ccc(Cl)cc3)nc3nonc3n12 | -2 | 12 | -17 | 2 | -3 | 2 | 8 | 12 | -10
CC1(c2ccc3ccccc3c2)NC(=O)N(CC(=O)N2CCN(S(=O)(=O)c3ccccc3F)CC2)C1=O (stereo unspecified) | 1 | 13 | 4 | 0 | -25 | -4 | -18 | 28 | -4
O=C1NC(Cc2ccc(O)cc2)c2nc3ccc(Cl)cc3c(=O)n2-c2ccccc21 (stereo unspecified) | 1 | . | -5 | 5 | . | . | . | 3 | 6
C/C(C=O)=C/c1ccccc1 | -9 | -18 | 17 | -9 | 1 | -2 | 3 | 0 | -13
COc1ccc(NC(=O)C2CCCN(CCCc3ccccc3)C2)cc1OCC(C)C (stereo unspecified) | -19 | -4 | 19 | 11 | 2 | -2 | 18 | 13 | -4
COC(=O)c1ccc(NC(=O)NCCCl)cc1 | -8 | -10 | 9 | -6 | 1 | -3 | 12 | -12 | -26
CCCOC1CCCN(C(=O)c2ccc(OC3CCN(C(=O)CCOC)CC3)cc2)C1 (stereo unspecified) | -4 | -3 | 18 | -3 | 0 | 4 | 4 | -8 | -7
O=C(NC1CCCC1)c1c(O)nc2sccn2c1=O | 7 | -3 | 28 | 1 | 0 | -5 | 5 | -2 | -4
CCOc1ccc(Br)cc1C(=O)N/N=C/c1cccnc1 | -1 | 4 | 10 | -3 | 0 | -9 | 6 | -4 | -1
CS(=O)(=O)c1nc(S(=O)(=O)c2ccc(Cl)cc2)c(N2CCCCC2)s1 | -6 | 2 | 13 | 13 | 1 | -2 | 4 | 11 | -8
CC1(C)OC2OC(COC(=O)c3ccc([N+](=O)[O-])cc3)C3OC(C)(C)OC3C2O1 (stereo unspecified) | 4 | -15 | 13 | 1 | 1 | 15 | 20 | -3 | 3
CCOC(=O)C(C#N)c1ccccn1 (stereo unspecified) | -6 | -5 | 8 | -12 | -1 | -7 | -118 | 5 | 0
Cc1ncc([N+](=O)[O-])n1Cc1ccc(Br)cc1 | 0 | -7 | 0 | -5 | 0 | -7 | 16 | 3 | 6
COc1ccc(N(CC(=O)NCCC2=CCCCC2)S(=O)(=O)c2ccc(C)cc2)cc1 | -1 | . | 25 | -1 | . | . | . | 9 | -13
OC(COc1ccc2ccccc2c1)CN1CCOCC1 (stereo unspecified) | -6 | -2&-14 | 20 | -3 | 3&-1 | -4&-1 | 19&16 | 0 | -20
CCCCNC(=O)CSc1nc2ccsc2c(=O)n1C1CCN(C(=O)OCC)CC1 | 1 | 5 | 17 | 6 | 0 | -9 | 6 | -27 | 13
Cc1cc(OCc2nnc(SCC(=O)O)n2-c2ccccc2)ccc1Cl | -4 | -13 | 18 | 4 | 2 | 0 | 12 | -1 | -4
CCOc1ccc(N(CC(=O)NC2CCCC2)C(=O)c2ccc(C)s2)cc1 | 7 | -11 | 13 | -8 | 0 | -3 | 13 | 2 | -8
Cc1ccc(O)c(NC(=O)c2noc3c2CCc2ccccc2-3)c1 | 16 | -15 | 4 | 66* | 5 | 5 | 2 | -5 | 7
O=C(c1cccc(S(=O)(=O)NCc2ccccc2)c1)N1CCN(c2ccccc2)CC1 | -7 | -4 | 11 | 2 | 3 | -1 | 9 | 6 | -2
CC(=O)/C(=N/Nc1ccccc1[N+](=O)[O-])N1CCCc2ccccc21 | 4 | 55 | 30 | 8 | 4 | 3 | 41* | 8 | 0
CC(C)(C)NC(=O)NC(=O)CN1CCCCC1 | -6 | 12 | 18 | 3 | 2 | -8 | 8 | -7 | -47
CCOc1ccc(NC(=S)NN2C(C)CCCC2C)cc1 (stereo unspecified) | -11 | -15 | -1 | -2 | 2 | -9 | 16 | 7 | -15
O=C1CC(c2ccc(F)cc2)CC2=C1C=Nc1ccccc1N2 (stereo unspecified) | -5 | 5 | 0 | -4 | 2 | -1 | 9 | -23 | -11
Cc1cc(C(=O)Cn2cncn2)c(C)n1CCc1ccc(F)cc1 | -2 | 9 | 5 | -3 | -6 | 1 | -29 | 10 | -7
CC(=O)NC1=NN(C(C)=O)C(C)(c2ccc(Cl)s2)S1 (stereo unspecified) | 5 | -3 | -3 | 0 | 3 | -2 | 1 | -4 | -10
N=c1c2c(n(Cc3ccc(F)cc3)c3c1CCC3)CCC2 | 2 | 0 | 14 | 3 | -1 | -3 | 8 | -31 | -6
Cc1cc(Br)ccc1OCC(=O)N1CCCCCC1 | 1 | -10 | 5 | 10 | 2 | 0 | 24 | 11 | -7
O=C(O)C1CCN(S(=O)(=O)c2cccc3cccnc23)CC1 | -1 | 0 | 11 | 7 | -2 | -5 | 18 | 3 | -15
O=C(c1cccc(F)c1)N1CCN(Cc2ccco2)CC1 | 0 | 4 | 12 | -1 | 1 | -6 | 17 | -17 | -13
COc1ccccc1N=c1oc2c(OC)cccc2cc1C(=O)NCc1ccco1 | 2 | -3 | 21 | -3 | 0 | -4 | -43 | 16 | -2
COc1ccccc1N=C1NC(=O)/C(=C/c2ccc(N(C)C)cc2)S1 | -5 | 1 | 21 | -16 | -24 | -2 | -16 | 11 | 5
CN(C)c1nc(N/N=C/c2ccccc2O)nc(Nc2ccc(F)cc2)n1 | 4 | 14 | 12 | 8 | 0 | -4 | -7 | 10 | -18
O=C(CCNc1ccc(Cc2ccncc2)cc1)c1cccc([N+](=O)[O-])c1 | 5 | -3 | -17 | -1 | 0 | 6 | 0 | -2 | 2
CCN(CC)c1ccc(NC(=O)c2cc3c(OC)cccc3[nH]2)cc1 | -4 | 22 | 28 | 1 | -26 | 7 | -16 | 15 | -7
COC(CNC(=O)c1coc2nc3ccccc3nc12)OC | 7 | 11 | 31 | 2 | -71 | -1 | i | 1 | 29
CCOC(=O)c1c(NC(=O)CSc2nnc(-c3ccc(OC)cc3)o2)sc2c1CCC2 | 2 | -5 | 7 | 1 | -1 | -5 | 6 | 11 | -3
COc1ccc(OCC(O)CON2C(=O)c3ccccc3C2=O)cc1 (stereo unspecified) | 0 | -6 | -2 | 4 | 3 | -2 | 13 | 13 | -1
